From PubChem
EphA4 KYL inhibition: EphA4 ligand-binding antagonists – biochemical, colorimetric, mouse EphA4, primary screen (AID 689); EphA4-AP binding to KYL peptide, pNPP A405; higher % means a stronger effect; inhibition, % at 10 µM; hits with a dose series show IC50 in µM; 62,000 tested, 0.1% active; in the data active means a potency from the dose series; inactive means the rest, 99 in 100 with inhibition below about 22%
The depositor's hits bear a star. Not all compounds are listed; rates above refer to the full screens.

Preview:
SMILES	EphA4 KYL inhibition
COC(=O)c1c(C)oc2ccc(OCc3ccc(F)cc3)cc12	-10.2%
CCc1c(C(=O)c2ccc(Cl)cc2)oc2c(C)c3oc(=O)cc(C)c3cc12	-2.5%
CCc1cc(C(=O)N2CCOCC2)c(NC2=NS(=O)(=O)c3ccccc32)s1	-9.8%

The list itself, from the first entry:
SMILES	EphA4 KYL inhibition
COC(=O)c1c(C)oc2ccc(OCc3ccc(F)cc3)cc12	-10.2%
CCc1c(C(=O)c2ccc(Cl)cc2)oc2c(C)c3oc(=O)cc(C)c3cc12	-2.5%
CCc1cc(C(=O)N2CCOCC2)c(NC2=NS(=O)(=O)c3ccccc32)s1	-9.8%
CCCC1=C(C(=O)OCC)C(/C=C/c2ccccc2)n2ncnc2N1 (stereo unspecified)	-4.9%
CCOC(=O)C1=C(CSc2nc(C)cc(C)c2C#N)OC(N)=C(C#N)C1c1ccccc1 (stereo unspecified)	-5.6%
COc1ccc(-c2cn3c(n2)CCC3)cc1	-5.5%
CC(=O)Nc1ccc(S(=O)(=O)N2CCSC2c2ccc(Cl)cc2)cc1 (stereo unspecified)	-23.9%
O=C(O)CCC(=O)N1N=C(c2ccccc2)CC1c1ccccc1Cl (stereo unspecified)	-5.5%
Cc1cc(-c2cccc([N+](=O)[O-])c2)nc2ccc3ccccc3c12	-24.6%
CCOc1ccccc1C1C(C(=O)OC)=C(N)OC2=C1C(=O)CCC2 (stereo unspecified)	-4.1%
CCOc1cc(C#N)c(NC(=O)CSc2nnnn2-c2ccc(OC)cc2)cc1OCC	-13.4%
CCOC(=O)c1cc2sccc2n1CC(=O)c1ccc2c(c1)OCCO2	-6.7%
Cc1ccc(N(CC(N)=O)S(=O)(=O)c2ccccc2)c(C)c1	-8.3%
COc1ccccc1N1CCN(CCCOc2ccc(F)cc2)CC1	3.7%
CC(C)(C)C(=O)Nc1cccc(-c2nnc(-c3ccco3)o2)c1	3.4%
CSc1c(-c2ccccc2)nc2ccccc2c1C(=O)O	-8.8%
COc1ccc(-n2nc3ccc(NC(=O)COc4ccccc4Cl)cc3n2)cc1	5.8%
Cc1cc(S(=O)(=O)NC2CCCCC2)ccc1OCC(=O)NCc1cccnc1	-23.6%
Cc1ccccc1OCC(=O)NCC(=O)OCC(=O)c1ccc2ccccc2c1	0.8%
COc1ccc(NC(=O)C(C)Sc2ccccc2)cc1 (stereo unspecified)	-12.2%
O=C(CSc1ccc2nnc(-c3ccncc3)n2n1)Nc1ccc2c(c1)OCCO2	-3.1%
COc1ccc(N(CC(=O)N2CCCC(C)C2)S(=O)(=O)c2c(C)nn(C)c2C)cc1 (stereo unspecified)	-8.8%
O=C(O)c1c[nH]ccc1=O	3.8%
CCC(=O)/C=C1\Sc2ccccc2N1CC	-2.3%

Sorted by value in EphA4 KYL inhibition (highest first): three from the list above.
Compound | EphA4 KYL inhibition
COc1ccc(-n2nc3ccc(NC(=O)COc4ccccc4Cl)cc3n2)cc1 | 5.8%
Cc1ccccc1OCC(=O)NCC(=O)OCC(=O)c1ccc2ccccc2c1 | 0.8%
O=C(CSc1ccc2nnc(-c3ccncc3)n2n1)Nc1ccc2c(c1)OCCO2 | -3.1%

4 compounds picked at random from the list so far:
SMILES	EphA4 KYL inhibition
COc1ccc(N(CC(=O)N2CCCC(C)C2)S(=O)(=O)c2c(C)nn(C)c2C)cc1 (stereo unspecified)	-8.8%
COc1ccc(NC(=O)C(C)Sc2ccccc2)cc1 (stereo unspecified)	-12.2%
O=C(O)c1c[nH]ccc1=O	3.8%
COc1ccccc1N1CCN(CCCOc2ccc(F)cc2)CC1	3.7%

Other records
SMILES	EphA4 KYL inhibition
Cc1cc(OC(=O)c2cccs2)ccc1C(C)C	6.8%
CC1CCCC(NC(=O)C2CCCN2S(=O)(=O)c2cccc3nsnc23)C1C (stereo unspecified)	-4.2%
O=C(NCCCn1ccnc1)c1cccc(S(=O)(=O)N2CCCCCC2)c1	-14.2%
O=C1CCc2cc(S(=O)(=O)NC(Cc3ccccc3)C(=O)NCCC3=CCCCC3)ccc2N1 (stereo unspecified)	-1.4%
Cc1cc(=O)[nH]c(-n2[nH]c3c(c2=O)CCCC3)n1	6.6%
Cc1cc(N2CCN(c3ccccc3)CC2)n2cc(-c3ccccc3)nc2n1	-4.2%
COc1ccc(NC(=O)C23CC4CC(C2)CC(n2cnc(Br)n2)(C4)C3)c(C)c1	-5.7%
COc1ccc(S(=O)(=O)NNC(=O)c2cc3c4ccccc4n(C)c3s2)cc1	-8.4%
Cn1c(N/N=C/c2ccccc2)nc2sc3c(c2c1=O)CCC3	-7.5%
CC(C)(C)C1(C)OC(C(=O)NC2CCCCC2)C(C(=O)NC2CCCCC2)O1 (stereo unspecified)	-0.3%
O=C(Nc1ccccc1)c1ccccc1O	-4.4%
CCN1CCN(c2cc(C)c3cc(NC(=O)c4ccc(OC)c(OC)c4)ccc3n2)CC1	-7.6%
CCOc1ccc(N2C(=O)CC(Sc3nc(-c4cccs4)cc(C(F)(F)F)c3C#N)C2=O)cc1 (stereo unspecified)	-1.4%
CCOC(=O)c1c(-c2ccccc2)oc2ccc(OC(=O)c3cccs3)cc12	-19.7%
CCOc1cc(CN2CCN(c3ccc(C(C)=O)cc3)CC2)ccc1OC	-11.5%
Clc1ccc(-c2nc(-c3ccccn3)no2)cc1Cl	-2.3%
COC(=O)c1cc(OC)c(OC)cc1NC(=O)c1ccc(OC)cc1	-9.0%
CCNc1nc(NCC)nc(N(C)n2cnnc2)n1	-14.4%
O=C(NCC1CCCO1)c1ccc(CS(=O)(=O)Cc2ccc(F)cc2)o1 (stereo unspecified)	-1.4%
CC(C)(C)S(=O)(=O)c1cnc2c(-c3ccc(Cl)cc3)cnn2c1N	-13.9%
Cc1ccc(-c2nc3s/c(=C/c4ccc(C(C)C)cc4)c(=O)n3n2)cc1	-2.3%
O=C(Nc1nccs1)NC1CCCCC1	-6.6%
O=C1CCCCCN1Cc1nnc(SCc2nc3ccccc3s2)n1-c1ccccn1	12.1%
CCN(CC)CCOc1ncnc2c1oc1ccccc12	-11.3%
CC(C)Oc1ccc(/C(O)=C2/C(=O)C(=O)N(Cc3cccnc3)C2c2ccco2)cc1 (stereo unspecified)	-5.6%
Cc1ccnc(NS(=O)(=O)c2ccc(NC(=O)c3cc(Cl)ccc3[N+](=O)[O-])cc2)n1	-7.5%
CCCOc1ccc(-c2nc(C#N)c(N3CCN(CC)CC3)o2)cc1	-3.3%
O=C(N/N=C/C(Cl)=C\c1ccccc1)c1cnccn1	-21.4%
CC(=O)Nc1ccccc1C(=O)N1CC(C)OC(C)C1 (stereo unspecified)	0.9%
O=S(=O)(NCc1cc(-c2ccccc2Cl)no1)c1ccccc1	-21.4%
CC(=O)NC1(C2CCCCC2=O)CCCCC1 (stereo unspecified)	-9.6%
COc1ccccc1NC(=O)c1nn(-c2cccc(C(F)(F)F)c2)ccc1=O	-15.6%
CCCC(=O)Oc1ccccc1C1SCc2cc(C)c(C)cc2CS1	2.0%
CNC(=S)N1CCN(c2ccc(OC)cc2)CC1	-15.6%
Cc1noc(C)c1COC(=O)C1(c2cccc(F)c2)CCCC1	-5.6%
CC(C)(C)NC(=O)c1cccc(NC(=O)CSc2ccccc2)c1	-27.9%
CCCC[n+]1ccn(C2=C([O-])c3ccccc3C(=O)/C2=N\S(=O)(=O)c2ccccc2)c1	4.2%
O=c1[nH]c(Cc2ccccc2)nc2scc(-c3ccccc3)c12	-11.0%
COc1ccc(N2C(=O)NC(=O)/C(=C\c3ccc(Oc4ccc([N+](=O)[O-])cn4)cc3)C2=O)cc1	-3.5%
O=C(NC1CCCC1)c1cc(-c2cccs2)on1	-11.1%
CC(C)Cc1nc(N2CCOCC2)c(C#N)c2c1CCC2	-10.1%
Cc1cccc(OCc2nc(-c3ccccn3)no2)c1	-6.0%
C=CCn1c(P(=O)(O)c2ccccc2)nc2ccccc21	14.6%
CCOC(=O)CN(Cc1ccccc1)S(=O)(=O)c1ccc(NC(C)=O)cc1	10.4%
O=C(O)CSCCCC(=O)Nc1ccc(Br)cc1	-9.1%
Cc1ccc(N(CC(=O)O)S(C)(=O)=O)cc1	6.1%
Cc1ccc(S(=O)(=O)N(C)c2ccc(C(=O)NCC3CCCO3)cc2)cc1 (stereo unspecified)	-3.5%
Cc1nc2ccc(NC(=O)Cn3cnc4c3c(=O)n(C)c(=O)n4C)cc2s1	-2.6%

7 of the compounds above, in markdown.
| smiles | EphA4 KYL inhibition |
| --- | --- |
| O=C(NCCCn1ccnc1)c1cccc(S(=O)(=O)N2CCCCCC2)c1 | -14.2% |
| O=C1CCc2cc(S(=O)(=O)NC(Cc3ccccc3)C(=O)NCCC3=CCCCC3)ccc2N1 (stereo unspecified) | -1.4% |
| Cc1cc(=O)[nH]c(-n2[nH]c3c(c2=O)CCCC3)n1 | 6.6% |
| Cc1cc(N2CCN(c3ccccc3)CC2)n2cc(-c3ccccc3)nc2n1 | -4.2% |
| COc1ccc(NC(=O)C23CC4CC(C2)CC(n2cnc(Br)n2)(C4)C3)c(C)c1 | -5.7% |
| COc1ccc(S(=O)(=O)NNC(=O)c2cc3c4ccccc4n(C)c3s2)cc1 | -8.4% |
| Cn1c(N/N=C/c2ccccc2)nc2sc3c(c2c1=O)CCC3 | -7.5% |

Following part
SMILES	EphA4 KYL inhibition
O=C(CSc1nc2ccccc2c(=O)[nH]1)c1ccccc1	-12.0%
O=C(NC12CC3CC(CC(C3)C1)C2)N1CC2Cc3cccc(=O)n3C(C2)C1 (stereo unspecified)	-18.1%
COc1ccc(NC(C)=O)cc1NC(=O)CN1CCN(CC(=O)Nc2ccccc2Cl)CC1	-3.8%
CC(C)(C)NC(=O)CCNS(=O)(=O)c1ccccc1[N+](=O)[O-]	3.1%
COC(=O)C(NC(=O)c1ccc(F)cc1)(Nc1ncc(S(=O)(=O)c2ccc([N+](=O)[O-])cc2)s1)C(F)(F)F (stereo unspecified)	-9.5%
O=C(CCC1CCCCC1)Nc1cccnc1	-3.9%
O=S(=O)(NC1CCCCCC1)c1cccc2cccnc12	5.5%
CC(=O)c1cc2cc(O)ccc2o1	-2.1%
CSC(=NS(=O)(=O)c1ccc(C)cc1)SC	-5.3%
OCC(O)COC(c1ccccc1)(c1ccccc1)c1ccccc1 (stereo unspecified)	-6.1%
CC1C(c2ccccc2)=[N+]([O-])C2(CCCC2)N1O (stereo unspecified)	10.8%
Cc1ccc(OCCCNCCO)c(Br)c1	-10.2%
Cc1ccc2oc(-c3cc(NC(=O)/C=C/c4cccc([N+](=O)[O-])c4)ccc3O)nc2c1	-2.3%
CC1(C)OC(C(N)=O)C(C(N)=O)O1 (stereo unspecified)	-0.3%
COc1cccc(C(=O)NCc2ccccc2OC)c1	-9.9%
O=C(O)c1cccc2[nH]c(C(F)(F)F)nc12	-14.6%
NC(=O)c1cc(Br)cc2c3c([nH]c12)CCCC3	10.0%
O=C(O)c1ccc(N2C(=O)C3C4c5ccccc5C(c5ccccc54)C3C2=O)cc1Cl (stereo unspecified)	-20.3%
CCOC(=O)C1=C(N)OC2=C(C(=O)CCC2)C1c1ccco1 (stereo unspecified)	15.7%
Cc1ccc(-c2cc(C(=O)Nc3c(C)n(C)n(-c4ccccc4)c3=O)[nH]n2)c(O)c1	-18.8%
CCCC(=O)O[C@@H]1C[C@@H](C)N(C(=O)c2ccccc2)c2ccc(C)cc21	-1.1%
COc1ccc(OCC(=O)Nc2sc3c(c2C(=O)NCC2CCCO2)CCC3)cc1 (stereo unspecified)	6.2%
O=C1c2ccc(Oc3ccc([N+](=O)[O-])cc3)cc2C(=O)N1CCCO	-3.2%
C=CCOC(=O)C1=C(C)NC(C)=C(C(=O)OCC=C)C1c1ccccc1F	1.7%
Cc1ccc(-c2ccc(=O)n(CC(=O)NCCN3C(C)CCCC3C)n2)cc1 (stereo unspecified)	-17.8%
CCOC(=O)N1CCC(n2c(SCC(=O)c3ccccc3)nc3ccsc3c2=O)CC1	-15.5%
CCOC(=O)N1CCN(C(=O)c2ccc(N3CCCC3=O)cc2)CC1	2.9%
CN(CC(=O)O)S(=O)(=O)c1cccs1	-0.9%
CN(C)CCCCNCCCNC(=O)/C=N\O	-5.5%
O=C(/C=C/c1ccccc1)NC(=S)NNC(=O)c1cccnc1	6.1%
O=C(N/C(=C/c1ccco1)C(=O)N1CCCC1)c1cccs1	-6.2%
CCOC(=O)CSc1nnc(-c2ccc(OC)cc2)n1CC	1.8%
CCc1cc2c(N3CCCCC3)ncnc2s1	9.1%
COc1cc(F)ccc1S(=O)(=O)N1CCN(C23CC4CC(CC(C4)C2)C3)CC1	-4.0%
Cc1ccc(S(=O)(=O)NNC(=O)c2cnn(-c3ccccc3)c2-n2cccc2)cc1	8.7%
Nc1nc2nc(-c3ccc(OCc4ccccc4)cc3)cc(C(F)(F)F)n2n1	-8.5%
COc1cc(C(=S)N2CCCCC2)ccc1O	-6.4%
CNc1oc(-c2ccc(Cl)cc2)nc1P(=O)(c1ccccc1)c1ccccc1	12.0%
C=CCCCCCCCCC(=O)Nc1c[nH]c(=O)[nH]c1=O	7.4%
Cc1nn(-c2ccccc2)c2c1C(=O)N(c1ccccc1)C(=O)C(C)(C)C2	1.7%
COc1ccc(C2=C(Nc3cccc([N+](=O)[O-])c3)c3ccccc3C2=O)cc1	7.7%
O=C(Cn1cccc1C(=O)c1ccccc1)NCCCN1CCOCC1	-8.0%
Cc1ccccc1C(=O)c1cccn1CC(=O)N1CCCCCC1	2.4%
CCOC(=O)N1CCC(Nc2ccc3nnc(-c4ccccc4)n3n2)CC1	5.7%
O=C(/C=C/c1cc2c(cc1Br)OCO2)NCc1ccc(Cl)cc1	-6.0%
Cc1cc(C)c(NC(=O)NC(=O)c2cccc(F)c2)c(C)n1	-7.3%
COc1ccc(-c2nc3n(c2Br)CCC3)cc1	-11.7%
COCCCNC(=O)Cn1nnc(-c2ccccc2NC(=O)c2ccc(F)cc2)n1	-5.1%
O=C1NC(=O)C(=Cc2ccc(OCc3ccccc3F)cc2)C(=O)N1	12.1%
COc1ccccc1N(Cc1cc2cccc(C)c2[nH]c1=O)C(=O)C(C)C	-21.7%
O=C(O)C1CC=CCC1C(=O)Nc1cccc(Cl)c1 (stereo unspecified)	1.5%
COc1ccc(-n2c(NC(=O)c3ccco3)c(C#N)c3nc4ccccc4nc32)cc1	18.8%
O=C(Nc1ccc(Cc2ccncc2)cc1)c1ccc(Br)o1	4.8%
Cc1cc(C)cc(NC(=O)CCc2nc3ccccc3[nH]2)c1	-12.9%
O=C(NCc1cn2ccsc2n1)c1cccc(C(F)(F)F)c1	-7.9%
